# Assay outcomes from PubChem BioAssay.
# H9c2 TAG inh: inhibitors of triacylglycerol accumulation; H9c2 cells, Nile Red lipid (TAG) fluorescence; cells loaded with 200 µM oleic acid; AID 651582; hit rate 0.66% among 230,000; inhibition, % at 12.5 µM;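 active means pattern-corrected inhibition of lipid staining of at least 50% with the nuclear-stain viability signal not falling by more than 50%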;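 further: 0% = DMSO wells and 100% = triacsin C control wells; some results filed as inactive read as strong as hits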
# H9c2 TAG inh DAPI viability: recorded beside H9c2 TAG inh, whose call it bears; DAPI nuclei signal change (viability), lower = more cytotoxic, %;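 whole-well DAPI fluorescence read on a plate reader as a viability signal; minus 50 percent equals half of cells still viable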
# The depositor's hits bear a star; & = joins results of further samples. These rows are one share of the data; count on the stated rates, not on these rows.
SMILES,H9c2 TAG inh,H9c2 TAG inh DAPI viability
CCNS(=O)(=O)c1ccc(CCC(=O)N2CCN(c3ccccc3F)CC2)cc1,-8,-4
Cc1cccc(C)c1NC(=O)COC(=O)CCc1ccc(S(=O)(=O)N2CCCCC2)cc1,3,-7
COc1cccc(-n2nc3c(-n4ncc(C#N)c4N)nnc(C)c3c2C)c1,11,8
C#CCOC(=O)C(NC(=O)c1ccccc1)=C(C)C,7,-6
COc1ccc2cc(C(=O)N3CCCCCC3)sc(=O)c2c1OC,0,-7
Fc1cccc(/C=N/Nc2ncnc3nc[nH]c23)c1,12,7
O=C(CNC(=O)C1COc2ccccc2O1)N/N=C/c1ccc(O)cc1O (stereo not given),-5,-29
CCN1CCCC1CNC(=O)c1cc(S(N)(=O)=O)ccc1OC (stereo not given),10,3
CCCOC(=O)c1ccc(OCC(O)CN2CCN(C(=O)c3ccccc3)CC2)cc1 (stereo not given),-8,-5
O=C(O)CSCc1nc2ccccc2s1,-4,9
Cn1c(Cn2cnc3ccccc32)nnc1SCc1ccccc1,3,-8
COC(=O)c1c(C)[nH]c(C(=O)CN(C)CC(=O)Nc2cccc(F)c2)c1C,-13,4
CC(=O)CC(C)(C)Nc1nc2cc([N+](=O)[O-])ccc2o1,-3,12
COc1ccc(CC(=O)N(C)CC(=O)Nc2c(C)cccc2C)cc1S(=O)(=O)N1CCOCC1,2,-3
COc1ccc(C)cc1S(=O)(=O)N(C)CC(=O)Nc1ccccc1,10,-1
COc1cc(NS(=O)(=O)c2ccc(F)cc2)c(C(=O)O)cc1OC,2,5
CC(=O)Nc1ccc(NC(=O)CN(c2ccc([N+](=O)[O-])cc2)S(=O)(=O)c2ccccc2)cc1,-15,-7
CCC(NS(=O)(=O)c1cn(C)nc1C)c1ccccc1 (stereo not given),11,-7
COc1ccc(CNc2ncc(-c3ccccc3)n2C)c(OC)c1OC,3,-9
FC(F)(F)c1cccc(N2CCN(C(=S)NC3CCCCC3)CC2)c1,6,-1

# Reprinted from the part before: two compounds, followed by the next part.
SMILES,H9c2 TAG inh,H9c2 TAG inh DAPI viability
COc1ccc(CNc2ncc(-c3ccccc3)n2C)c(OC)c1OC,3,-9
FC(F)(F)c1cccc(N2CCN(C(=S)NC3CCCCC3)CC2)c1,6,-1
O=C(NCC1(N2CCCCC2)CCCCC1)c1ccc(NS(=O)(=O)c2ccc(F)cc2)cc1,-1,0
CCc1nc2ccccc2n1Cc1ccccc1F,-9,6
CCOC(=O)c1cc2c(=O)n3cccc(C)c3nc2n(CCCOC)c1=NC(=O)c1cccnc1,23,22
C[C@H](CO)N1C[C@H](C)[C@H](CN(C)C(=O)c2ccccc2F)Oc2ncc(Br)cc2C1=O,-1,-7
CN1N=C(C(=O)N2CCN(c3ccc([N+](=O)[O-])cc3)CC2)CCC1=O,5,-5
NC(=O)c1ccsc1NC(=O)c1ccc(S(=O)(=O)N2CCCC2)cc1,5,3
Cc1cc(Br)cc(C)c1NC(=O)c1ccc(C#N)cc1F,-19,2
CC(=O)N1CCN(c2ccc(Nc3nc(C)nc4c3oc3ccccc34)cc2)CC1,-1,14
CC(C)(C)C(=O)NNC(=O)c1cc2sccc2s1,-3,1
COc1ccc(CNC(=O)CC2C[C@H](C(=O)N(C(C)C)C(C)C)[C@@]3(C)c4[nH]c5ccccc5c4CCN3C2=O)cc1OC (stereo not given in full),20,-4
O=C1NCCN(CC2CCN(CC3CCCC3)CC2)C1=O,-5,18
COc1ccc(S(=O)(=O)N(C)CC(=O)Nc2ccc3c(c2)OCO3)cc1OC,17,-4
O=C(NCCN1CCCCC1)/C(=N\O)c1ccccc1,17,-13
COc1ccc(C=Cc2ccc3ccccc3n2)c(OC)c1,-8,-1
COc1ccc(CC(=O)NCCS(=O)(=O)N2CCN(c3ccccc3OC)CC2)cc1,4,-1
O=C(CSc1nnc(-c2cccnc2)n1Cc1ccco1)c1ccc(Cl)cc1,4,-9
Cc1ccc(S(=O)(=O)N/N=C/c2cnn(C)c2C)cc1,23,-1
Cc1cc(C(=O)COC(=O)C23CC4CC(CC(O)(C4)C2)C3)c(C)n1C,-10,-4
O=C(NCc1csc(-c2cccs2)n1)Nc1ccc(C(F)(F)F)cc1,-6,1
O=C(CSc1nnc2n1CCCN2)c1ccccc1,-9,6

# Single values from the results shown:
# O=C(CSc1nnc(-c2cccnc2)n1Cc1ccco1)c1ccc(Cl)cc1 – H9c2 TAG inh DAPI viability = -9
# O=C1NCCN(CC2CCN(CC3CCCC3)CC2)C1=O – H9c2 TAG inh DAPI viability = 18

# Carrying on:
SMILES,H9c2 TAG inh,H9c2 TAG inh DAPI viability
C/C(N)=C(/C#N)C(=O)CSc1nnc(Nc2ccccc2C)s1,6,-6
Cc1cc(NC(=O)COc2cccc([N+](=O)[O-])c2)no1,8,-5
Cc1nn(Cc2ccccc2)c(N)c1C#N,-5,9
O=C(NCC1CCCO1)Nc1ccc(Cl)cc1 (stereo not given),6,7
O=S(=O)(Nc1ccc(N2CCCCC2)cc1)c1ccc(F)cc1F,-12,-11
CCc1ccc(N2CC34C=CC(O3)C(C(=O)OC)C4C2=O)cc1 (stereo not given),4,-14
COc1ccc(NC(=O)C2CCC(CNc3c(N4CCC(C)CC4)c(=O)c3=O)CC2)cc1OC (stereo not given),7&11,-1&7
CC(C)NC(=O)NC(=O)COc1ncnc2sccc12,1,-1
Fc1ccc2nc(N3CCCCC3)sc2c1,-8,-10
Cc1nn(CC(=O)OCCOc2ccc(Br)cc2)c(C)c1[N+](=O)[O-],3,-5
Cc1ccc(S(=O)(=O)Nc2ccc(NC(=O)CN3CCCCC3)cc2)cc1,8,10
COCCC1CCCCN1C(=O)c1ccc2nc(Cc3ccccc3F)oc2c1 (stereo not given),-13,-4
N#C/C(=C(/O)COC(=O)Cc1c[nH]c2ccccc12)c1nc2ccccc2[nH]1,10,1
CC(=O)Oc1cc2c(cc1Cl)C1(CC(c3ccccc3Cl)O2)CC(C)(C)NC(=S)N1 (stereo not given),10,0
Cc1ccc(S(=O)(=O)NCCC(=O)Nc2nccs2)cc1,-12,2
O=C(NCC1CCCO1)/C(=C\c1ccco1)NC(=O)c1ccccc1 (stereo not given),-16,-1
CC1CCCN(C(=O)c2ccc3c(c2)OCO3)C1 (stereo not given),-1,0
CCOc1cc(C(=S)N2CCN(C)CC2)ccc1OCC(=O)N1CCCC1,1,-1
CC[n+]1ccc(/C=C/c2ccc(N(C)C)cc2)c2ccccc21,-9,-15
Cc1cccc(Nc2nc(-c3ccc4c(c3)OCCO4)cs2)c1,12,-8
Cc1ccn2c(=O)nc(SCC(=O)NC3CCCCC3)nc2c1,2,-1
CCn1cc(CN2CCCC(CNS(=O)(=O)Cc3ccccc3)C2)cn1 (stereo not given),2,-6
O=C(NC(Cc1c[nH]c2ccccc12)C(=O)O)c1cccc(S(=O)(=O)N2CCCCC2)c1 (stereo not given),3,4
CCC(C(=O)NC1CCCCCC1)c1ccccc1 (stereo not given),-16,5
CC(Sc1nc(N(C)C)nc(N2CCOCC2)n1)C(=O)Nc1ccccc1 (stereo not given),2,10
Cc1ccc(S(=O)(=O)NCCC(=O)N2CCC(Cc3ccccc3)CC2)cc1,-11,-2
COCCN(C(=S)Nc1ccc(C(C)C)cc1)C(C)c1cccs1 (stereo not given),-21,0
O=C1CCCc2ccccc2N1Cc1ccc(Cl)cc1Cl,-32,7
O=C(O)C1CCCN(C(=O)NCc2ccccc2)C1 (stereo not given),-4,-2
Cc1nc(NS(=O)(=O)c2ccc(Cl)s2)c2c3c(sc2n1)CCCC3,6,3
Cc1cnc(NC(=O)CCNC(=O)c2ccc([N+](=O)[O-])cc2)s1,3,0
COc1ccc(C(CNC(=O)c2cc3ccccc3o2)N2CCCCC2)cc1 (stereo not given),-11,4
COC(=O)C1=C(C)N(Cc2ccco2)C(=O)N[C@@H]1c1ccccc1,0,-1
CC(Sc1nnc(Cc2ccccc2)o1)C(=O)Nc1ccccc1[N+](=O)[O-] (stereo not given),0,-2
CN(C)c1ccc(C(=S)N2CCN(C(=S)Nc3cccc4ccccc34)CC2)cc1,-7,5
COc1ccc(C(=O)CNc2ccccc2C#N)cc1,17,-9
COC(=O)c1ccccc1NC(=O)c1cnn2cccnc12,-4,3
CC(C)NC(=O)N(C)C[C@H]1OCc2cnnn2CCCC(=O)N([C@H](C)CO)C[C@H]1C,6,-6
COc1cccc(CC2(CO)CCN(S(=O)(=O)c3ccc(OC)cc3OC)CC2)c1,-17,-6
CCN(CC)CCCNC(=O)CSc1nc(-c2ccc(F)cc2)cc(C(F)(F)F)n1,11,-4

# Entries above with a CF3 group:
SMILES,H9c2 TAG inh,H9c2 TAG inh DAPI viability
FC(F)(F)c1cccc(N2CCN(C(=S)NC3CCCCC3)CC2)c1,6,-1
O=C(NCc1csc(-c2cccs2)n1)Nc1ccc(C(F)(F)F)cc1,-6,1
CCN(CC)CCCNC(=O)CSc1nc(-c2ccc(F)cc2)cc(C(F)(F)F)n1,11,-4

# Grouped by structure, the compounds so far with a COOH group.
SMILES,H9c2 TAG inh,H9c2 TAG inh DAPI viability
O=C(O)CSCc1nc2ccccc2s1,-4,9
COc1cc(NS(=O)(=O)c2ccc(F)cc2)c(C(=O)O)cc1OC,2,5
O=C(NC(Cc1c[nH]c2ccccc12)C(=O)O)c1cccc(S(=O)(=O)N2CCCCC2)c1 (stereo not given),3,4
O=C(O)C1CCCN(C(=O)NCc2ccccc2)C1 (stereo not given),-4,-2

# Next compounds:
SMILES,H9c2 TAG inh,H9c2 TAG inh DAPI viability
COc1ccc(C(=O)COC(=O)Cn2cnc3c2c(=O)n(C)c(=O)n3C)c(OC)c1,-22,0
CSc1cc(-c2ccccc2)n(C)c(=O)c1C#N,5,-2
CSc1nnc(-c2ccc(NC(N)=S)cc2)o1,-10,5
Nc1ccc(N=Nc2ccccc2)cc1[N+](=O)[O-],9,1
CCC(C)[C@@H](C(=O)Nc1ccc2c(c1)OCO2)N1Cc2ccccc2C1=O (stereo not given in full),5,-5
Cc1ccc(C(=O)ON=C2CCN(S(=O)(=O)c3ccccc3)CC2)cc1,-16,16
CCOC(=O)[C@H]1[C@H]2COc3ccc(Cl)cc3[C@@H]2N2C(=O)c3ccc(F)cc3NC(=O)[C@@]12C,-21,-11
CC1CCCC(NC(=O)NC(=O)COC(=O)c2ccc(O)cc2O)C1C (stereo not given),-14,1
O=C(O)c1ccc(N/N=C/C2=Cc3ccccc3OC2)cc1,-11,1
Cn1cccc1C(=O)OCC(=O)Nc1sccc1C#N,4,3
COC(=O)c1ccc2c(=O)n(C3CCCCC3)c(SCC#N)nc2c1,32,-8
Cc1ccc(C(=O)OCC(=O)N2CC(=O)Nc3ccccc32)s1,-6,-5
Cc1ccc(S(=O)(=O)CCC(=O)N(C)C2CCCCC2)cc1,11,5
Cc1cccc(NC(=O)Cn2c(=O)oc3cc(S(=O)(=O)N4CCCC4)ccc32)n1,1,-6
COc1ccc(C(=O)N2CCC(C)(C(=O)O)C2)c(OC)c1 (stereo not given),-4,5
N#C/C(=N\Nc1ccc(Br)cc1)C(=N)N1CCOCC1,11,-3
Cn1c(SCC(=O)Nc2cccc(S(=O)(=O)NC3=NCCCCC3)c2)nnc1-c1ccccc1,-9,-5
CCn1c(=NC(=O)CS(=O)(=O)c2ccc(F)cc2)sc2cccc(OC)c21,-13,12
